Screens as filed in PubChem BioAssay.
PKM2 act: increases activity of human pyruvate kinase M2 | purified PKM2, Kinase-Glo ATP luminescence, activation; response scale: 0% is enzyme alone, no compound | Potency, µM (series often up to 57.5 µM), without a hit: at the highest dose activation, hits mostly activators | hit rate 0.34% among 260,000; note: potency is the fitted concentration of half-maximal effect; % is set by controls: 0 for no effect and ±100 for the full control effect; nearly all actives have a fitted effect of over 55% in size
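Purified hPK-M2 (>95%) run at intermediate activity with 0.1 mM ADP and 0.5 mM PEP in 50 mM imidazole pH 7.2, KCl, MgCl2; 1 h room temperature. ATP formed read by Kinase-Glo luminescence; normalized to uninhibited and no-enzyme controls.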
MBNL1 CUG block: blocks human MBNL1 binding to CUG repeat RNA. Q9NR56. TR-FRET MBNL1-His/biotin-(CUG)12 binding, 665/545 ratio. Potency, µM (top dose mostly 57.5 µM), for inactives: at the highest dose activity change, negative = inhibition, usual class: inhibitors. hit rate 0.036% among 280,000; active = well fitted inhibition curve with a large enough effect in the signal ratio, with a control signal flat, not every such curve was filed as active; inconclusive = small, poorly fitted or top-dose-only effect, or effect the other way, or a change in a side signal; inactive = no such curve, though single readings can be large or run the other way; the % refers to the signal ratio; note: potency is the fitted concentration of half-maximal effect; % is set by controls: 0 for no effect and ±100 for the full control effect
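Ratiometric TR-FRET (665 over 545 nm, excitation 340 nm) tracks disruption of MBNL1-His/biotin-(CUG)12 complex after 60 min at room temperature, with compounds at 92 nM to 58 uM final.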
VP16 counter: inhibits Gal4-VP16 luciferase reporter, ROR gamma counter-screen; AID 2546; Drosophila S2 Gal4-VP16 UAS-luciferase, luminescence, 20 h; hit rate 3.5% among 310,000; Potency, µM (doses to about 53.6 µM), without a hit: at the highest dose activity, negative = inhibition, most hits filed as inhibitors;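 note: Gal4-VP16 expression switched on by copper sulfate through the metallothionein promoter; potency is the fitted concentration of half-maximal effect; % is set by controls: 0 for no effect and ±100 for the full control effect; nearly all actives have a fitted effect of over 50% in size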
ELG1 DNA repair: blocks ELG1-dependent DNA repair in HEK293T cells. HEK293T ELG1-luciferase reporter, luminescence, 16 h; DNA damage induced by 5-fluorouridine. Potency, µM (titrated, usually from 46.1 µM), for inactives: at the highest dose activity change, negative = inhibition, most hits filed as inhibitors. hit rate 2.3% among 330,000. AID 504467; note: potency is the fitted concentration of half-maximal effect; % is set by controls: 0 for no effect and ±100 for the full control effect; nearly all actives have a fitted effect of over 55% in size
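DMSO vehicle served as the neutral condition. Each well held 2,000 cells given 5-fluorouridine plus compound; after 16 hr at 37 °C/5% CO2, ONE-Glo was added and luciferase measured 30 min later.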
Mito fusion yeast: blocks mitochondrial division or promotes mitochondrial fusion; S. cerevisiae fusion-defective mutant growth rescue, CellTiterGlo 48 h; Potency, µM (series often up to 46.1 µM), for the others: at the highest dose growth rescue (activation), usual class: activators; hit rate 0.23% among 320,000;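 note: potency is the fitted concentration of half-maximal effect; % of control where 0% means no effect; nearly all actives have a fitted effect of over 45% in size; temperature-sensitive fusion mutants such as fzo1-1 at 37 °C on non-fermentable ethanol glycerol medium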
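Read-out: ATP-based luminescence (CellTiterGlo, 10 min ambient) reporting growth of fusion-defective ts yeast after 48 hours at 37C on glycerol/ethanol YPEG medium in the presence of compound.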
Menin-MLL TR inh: inhibitors of human menin-MLL interaction, mutant MLL peptide | Potency, µM (highest dose often 61.6 µM), without a hit: at the highest dose FP activity change, negative = inhibition, actives largely listed as inhibitors | O00255 | hit rate 0.23% among 270,000 | AID 1768 | Menin + Texas Red MLL mutant peptide, fluorescence polarization; active = well fitted inhibition curve with a large enough effect in the polarisation, with a control signal flat, not every such curve was filed as active; inconclusive = small, poorly fitted or top-dose-only effect, or effect the other way, or a change in a side signal; inactive = no such curve, though single readings can be large or run the other way; the % refers to the polarisation; note: potency is the fitted concentration of half-maximal effect; % of control where 0% means no effect; many of its hits are not listed in these tables
NPC1 prom act: NPC1 promoter activation | Huh7 NPC1 promoter luciferase reporter, 24 h | Potency, µM (highest dose often 9.22 µM), without a hit: at the top dose activation, actives largely listed as activators | hit rate 2.4% among 320,000;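 note: potency is the fitted concentration of half-maximal effect; % of control where 0% means no effect; nearly all actives have a fitted effect of over 60% in size; reporter is driven by a mutant NPC1 promoter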
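Huh7 cells stably carrying NPC1 promoter–luciferase, plated in Opti-MEM with 10% FBS for 2 h, were exposed to compound in DMSO for 24 h at 37 °C; luciferase reagent was added for 10 min and luminescence read.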
KCNH2 3.1 inh: inhibitors of human KCNH2 3.1 potassium channel isoform; U2OS KCNH2 3.1, thallium flux FluxOr; hits give low values; activity change, % (tested at about 1.8 µM); hit rate 0.95% among 340,000; AID 720553;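 active = maximum activity change below -70%; inconclusive = maximum activity change from -70% to -50%; inactive = maximum activity change above -50%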;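 note: thallium influx rate constant from kinetic fluorescence after stimulation buffer; % is set by controls: 0 for no effect and ±100 for the full control effect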
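U2OS cells transduced with KCNH2 3.1 mutant virus (1.77 x 10^8 /mL, 4 h), plated overnight at 37 C, loaded 45 min with FluxOr dye plus Red40 quencher. Thallium flux rate constant from kinetic reads after stimulation buffer, normalised to controls.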
FLuc counter: firefly luciferase modulation, counter-screen for miR-21 project; P08659; purified FLuc, Km substrates, luminescence inhibition; Potency, µM (titrated, usually from 57.5 µM), for inactives: at the top dose activity change, negative = inhibition, actives largely listed as inhibitors; hit rate 6.9% among 360,000;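 note: potency is the fitted concentration of half-maximal effect; plate controls were vehicle for no effect and reference inhibitor for full effect; nearly all actives have a fitted effect of over 55% in size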
Target sequence (P08659 whole entry, looked up): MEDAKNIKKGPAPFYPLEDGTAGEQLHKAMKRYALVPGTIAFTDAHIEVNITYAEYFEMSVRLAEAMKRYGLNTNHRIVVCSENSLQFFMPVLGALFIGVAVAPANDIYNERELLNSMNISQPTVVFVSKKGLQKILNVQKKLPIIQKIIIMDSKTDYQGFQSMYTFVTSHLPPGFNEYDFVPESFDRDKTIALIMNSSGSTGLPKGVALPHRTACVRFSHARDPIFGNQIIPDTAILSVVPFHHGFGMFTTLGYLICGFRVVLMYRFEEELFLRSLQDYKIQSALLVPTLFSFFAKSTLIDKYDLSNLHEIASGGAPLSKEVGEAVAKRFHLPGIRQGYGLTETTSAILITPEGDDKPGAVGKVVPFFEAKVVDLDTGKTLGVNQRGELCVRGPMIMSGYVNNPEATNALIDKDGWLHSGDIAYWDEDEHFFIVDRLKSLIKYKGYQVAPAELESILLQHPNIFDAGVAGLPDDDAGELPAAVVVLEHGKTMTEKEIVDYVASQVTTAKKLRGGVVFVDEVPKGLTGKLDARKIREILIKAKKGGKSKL
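Purified P. pyralis luciferase (10nM final) with 10uM D-luciferin and 10uM ATP (Km levels) in 50mM Tris acetate pH 7.5, 10mM Mg acetate, 0.01% Tween-20, 0.05% BSA; qHTS 6-point titration, ~60 µM downward; luminescence read.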
RORgamma inh: blocks mouse ROR gamma transcriptional activity; AID 2551; hit rate 5.4% among 310,000; Drosophila S2 Gal4-RORgamma UAS-luciferase reporter, 20 h; P51450; Potency, µM (doses to about 53.6 µM), for the others: at the highest dose activity change, negative = inhibition, most hits filed as inhibitors; note: potency is the fitted concentration of half-maximal effect; % is set by controls: 0 for no effect and ±100 for the full control effect; nearly all actives have a fitted effect of over 60% in size
Target sequence (P51450 whole entry, looked up, the tested form may be a part): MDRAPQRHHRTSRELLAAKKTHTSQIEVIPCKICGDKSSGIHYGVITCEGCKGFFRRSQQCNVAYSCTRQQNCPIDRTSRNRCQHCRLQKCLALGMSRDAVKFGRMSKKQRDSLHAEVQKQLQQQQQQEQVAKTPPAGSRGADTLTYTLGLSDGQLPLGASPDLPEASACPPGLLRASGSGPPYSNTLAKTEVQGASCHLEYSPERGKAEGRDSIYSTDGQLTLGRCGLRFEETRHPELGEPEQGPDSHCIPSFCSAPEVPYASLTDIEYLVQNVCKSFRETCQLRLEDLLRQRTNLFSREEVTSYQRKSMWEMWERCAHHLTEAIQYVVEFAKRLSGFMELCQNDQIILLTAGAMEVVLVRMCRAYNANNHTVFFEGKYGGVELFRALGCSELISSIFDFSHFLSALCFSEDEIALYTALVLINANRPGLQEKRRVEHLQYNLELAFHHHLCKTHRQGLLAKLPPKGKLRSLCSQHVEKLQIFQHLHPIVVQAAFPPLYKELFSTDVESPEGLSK
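Using a luciferase readout, inhibitors were identified by reduced reporter activity in Drosophila cells coexpressing a copper-inducible Gal4–ROR gamma fusion and UAS-driven Photinus luciferase, incubated 20 hr after 700 uM copper sulfate.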
Rab9 promoter act: Rab9 promoter activation. Huh7 Rab9 promoter-luciferase reporter, luminescence, 24 h. Potency, µM (doses to about 9.22 µM), inactives show top-dose activation, negative = inhibition, most hits filed as activators. hit rate 2.8% among 320,000; note: potency is the fitted concentration of half-maximal effect; % of control where 0% means no effect; nearly all actives have a fitted effect of over 60% in size
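Stable Rab9-luc Huh7, 1500 cells/well, 2 h settle; cmpd in DMSO, 24 h, 37 °C/5% CO2; luciferase reagent 10 min RT; luminescence.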
* marks the source's active call; other numbers are inactive results; ? = inconclusive; · = not tested or not shown; [ ] = remark or other dose. Unless noted, calls come from the whole dose curve; as a rule, active = well fitted curve in the direction sought with a large enough effect; inconclusive = small, poorly fitted or top-dose-only effect, or another doubt; inactive = no such curve, though single readings can be large; an effect the other way counts as inactive or inconclusive. The list is partial. The share of hits here may be higher or lower than overall.

SMILES	PKM2 act	MBNL1 CUG block	VP16 counter	ELG1 DNA repair	Mito fusion yeast	Menin-MLL TR inh	NPC1 prom act	KCNH2 3.1 inh	FLuc counter	RORgamma inh	Rab9 promoter act
CCCCOc1ccc(NC(=O)[C@@H]2CCCN2C(=O)C2CCN(S(=O)(=O)c3ccc(C)cc3)CC2)cc1	4.6%	-3.8%[11.5 µM]	-8.6%	?	?	-11.8%	-2.2%	11.6	1.9%	?	-0.4%
COc1ccc(S(=O)(=O)N2CCCCC2)cc1NC(=O)C1CC1	·	·	·	-0.1%	4.6%	·	-0.7%	-3.2	-0.9%	·	16.5%
CC(C)c1ccc2nc(SCC(=O)NCC3CCCO3)c(C#N)cc2c1 (stereo not given)	1.7%	12.5%	-3.3%	?	14.1%	?	?	21.2	-13.0%	-11.9%	?
Cc1ccc(CN2CCN(Cc3cnc(N(C)C)s3)CC2CCO)o1 (stereo not given)	5.5%	-13.6%	5.9%	-12.8%	-4.4%	1.8%	-5.1%	3.0	-1.1%	-20.7%	-1.2%
O=C(O)C1CC=CCC1C(=O)N1CCc2ccccc21 (stereo not given)	-7.6%	-7.7%	4.5%	9.5%	-1.8%	-13.0%	-2.3%	-2.5	2.0%	23.9%	0.1%
O=[N+]([O-])c1ccccc1S(=O)(=O)Oc1ccccc1/C=N/n1cnnc1	0.9%	?	0.8%	-8.2%	-2.5%	3.9%	-2.1%	11.7	1.1%	-26.0%	1.1%
Cc1ccc(Cl)c2c1NC(=O)C2(O)CC(=O)c1ccc(F)cc1 (stereo not given)	-6.8%	-1.7%	0.6%	0.8%	0.2%	-2.8%	-1.2%	-1.0	0.2%	-9.1%	1.9%
CCCOc1ccccc1C1NC(=O)NC(C)=C1C(=O)OCCOC (stereo not given)	5.8%	-4.0%	2.4%	6.5%	1.8%	10.4%	-4.4%	0.4	2.8%	1.2%	-5.7%
COC(=O)N[C@H](c1ccccc1)[C@@]1(C)C[C@@H]1[C@@H](C)C(=O)Nc1ccc2ccccc2c1	6.9%	·	-7.2%	·	·	23.6%	·	-1.1	·	?	·
O=C(O)c1cccc(N2C(=O)c3cccc4cccc(c34)C2=O)c1	-0.4%[11.5 µM]	?	11.3%	1.1%	0.1%	17.8%	-4.1%	-5.1	-6.3%	-23.8%	1.0%
CSc1ccc(CN(C)CC(=O)Nc2ccc(C)cc2Br)cc1	-0.7%	?	-1.9%	4.5%	22.0%	-16.2%	-2.7%	-153.5*	1.7%	33.7%	2.4%
COc1ccc(C(=O)NC2CCC(O)CC2)cc1S(=O)(=O)NCc1ccc(Cl)cc1 (stereo not given)	·	·	·	1.1%	-5.7%	·	-7.7%	1.6	6.4%	·	-6.1%

4 entries already listed, arranged by their value in NPC1 prom act, high to low.
Structure | NPC1 prom act
CCCCOc1ccc(NC(=O)[C@@H]2CCCN2C(=O)C2CCN(S(=O)(=O)c3ccc(C)cc3)CC2)cc1 | -2.2%
O=C(O)c1cccc(N2C(=O)c3cccc4cccc(c34)C2=O)c1 | -4.1%
Cc1ccc(CN2CCN(Cc3cnc(N(C)C)s3)CC2CCO)o1 (stereo not given) | -5.1%
COc1ccc(C(=O)NC2CCC(O)CC2)cc1S(=O)(=O)NCc1ccc(Cl)cc1 (stereo not given) | -7.7%

Following part:
SMILES	PKM2 act	MBNL1 CUG block	VP16 counter	ELG1 DNA repair	Mito fusion yeast	Menin-MLL TR inh	NPC1 prom act	KCNH2 3.1 inh	FLuc counter	RORgamma inh	Rab9 promoter act
O=C(CN1C(=O)C(=O)N(C2CCCC2)C1=O)Nc1ccc(F)cc1F	·	·	·	13.2%	-5.8%	·	-3.4%	5.5	3.2%	·	-6.0%
COc1ccc(CNC(=O)CS(=O)CC(=O)O)cc1OC (stereo not given)	6.5%	·	7.3%	?	-7.0%	8.8%	13.0%	·	-1.7%	43.4%	-0.8%
CCOC(=O)N1CCC(NC(=O)c2ccc3snnc3c2)CC1	4.7%	7.1%	5.3%	21.1%	-3.3%	14.0%	-1.6%	-24.4	5.1%	?	-3.6%
Cc1cccc(-c2noc(CN(C)C(=O)c3ccc4c(c3)OCO4)n2)c1	1.3%	-5.3%	-3.5%	-17.9%	-3.7%	-14.0%	-4.0%	6.5	-12.0%	11.4%	2.5%
COCCN(C(=O)CCC(=O)Nc1ccccn1)C(C(=O)NCCC(C)C)c1ccc(F)cc1 (stereo not given)	·	0.0%	-0.9%	-2.3%	0.0%	1.5%	-5.6%	-18.0	-0.6%	13.2%	0.6%
CCCCOC(=O)Nc1sc2c(c1C(=O)OC)CCC2	-4.0%	6.6%	-0.9%	0.9%	-1.4%	-4.1%	-2.5%	7.8	1.5%	12.5%	-3.9%
CC(C)C[C@H](NC(=O)[C@@H]1Cc2c([nH]c3ccccc23)C2c3ccccc3C(=O)N21)C(=O)N1CCC[C@@H]1C(=O)O (stereo not given in full)	0.6%	?	7.0%	-3.7%	-0.4%	8.9%	1.3%	26.2	4.7%	15.2%	-0.3%
O=c1nc(SCc2ccc(Cl)cc2)nc(-c2ccccc2)[nH]1	-4.3%	3.6%	-4.5%	4.8%	8.2%	·	0.0%	-0.1	-12.7%	13.4%	-6.9%
Cc1nnc(NC(=O)CC(NC(=O)C(F)(F)F)c2ccccc2)s1 (stereo not given)	-2.5%	-5.6%	3.2%	?	1.6%	0.8%	-1.2%	92.6	2.9%	25.7%	-2.3%
CC(/C=N/NC(=O)c1ccccc1F)=C\c1ccccc1	-4.6%	?	-11.4%	?	-2.0%	7.3%	1.12µM*	13.5	3.38µM*	-28.7%	1.12µM*
Cc1nn(C)c(N)c1-c1ccccc1	3.0%	-5.7%	13.8%	5.9%	-0.7%	8.2%	-7.5%	-10.7	1.5%	-21.6%	3.0%
CC(=O)Nc1ccccc1-c1nc2cc(C#N)c(C#N)cc2[nH]c1=O	·	?	-10.7%	?	0.0%	-9.8%	-4.9%	3.1	-19.0%	20.0%	16.6%
Cc1ccc(C(=O)CSc2nnc(C3CC3)n2C2CC2)s1	·	·	·	?	-5.6%	·	?	2.8	19µM*	·	?
CCNC(=S)N(CCc1c(C)[nH]c2ccc(C)cc12)Cc1cc(OC)c(OC)c(OC)c1	-4.1%	5.0%	-23.7%	?	5.9%	?	2.4%	-12.8	-1.1%	?	-5.7%
CCCCS(=O)(=O)N1CCCC(C(=O)Nc2ccc3c(c2)CCC3)C1 (stereo not given)	·	-5.8%	22.6%	?	0.5%	·	2.1%	-20.3	?	25.0%	5.7%
CN(CC(=O)Nc1ccc(Cl)cc1)C(=O)c1cccc(S(=O)(=O)N(C)C)c1	-7.3%	-8.5%	-3.9%	3.0%	-6.2%	14.5%	0.1%	5.1	0.8%	30.9%	-10.3%
COc1cccc(CN(C)CC(=O)Nc2ccccc2C(=O)Nc2ccccc2)c1OC	-1.9%	-3.1%	3.9%[10 µM]	?	-10.2%	17.2%	-3.1%	-2.0	-11.6%	4.2%	-4.5%
OCCC1CN(Cc2nc3ccccc3s2)CCN1C1CCCC1 (stereo not given)	-8.4%	-19.0%	9.7%	3.9%	2.3%	-19.8%	?	-6.2	-0.7%	-10.4%	-2.7%

Ordered by heavy-atom count (lowest first): part of the list above.
SMILES	PKM2 act	MBNL1 CUG block	VP16 counter	ELG1 DNA repair	Mito fusion yeast	Menin-MLL TR inh	NPC1 prom act	KCNH2 3.1 inh	FLuc counter	RORgamma inh	Rab9 promoter act
OCCC1CN(Cc2nc3ccccc3s2)CCN1C1CCCC1 (stereo not given)	-8.4%	-19.0%	9.7%	3.9%	2.3%	-19.8%	?	-6.2	-0.7%	-10.4%	-2.7%
CN(CC(=O)Nc1ccc(Cl)cc1)C(=O)c1cccc(S(=O)(=O)N(C)C)c1	-7.3%	-8.5%	-3.9%	3.0%	-6.2%	14.5%	0.1%	5.1	0.8%	30.9%	-10.3%
COc1cccc(CN(C)CC(=O)Nc2ccccc2C(=O)Nc2ccccc2)c1OC	-1.9%	-3.1%	3.9%[10 µM]	?	-10.2%	17.2%	-3.1%	-2.0	-11.6%	4.2%	-4.5%
